TcdB GH inh: inhibitors of Clostridioides difficile toxin B glycohydrolase. P18177. TcdB glycohydrolase enzymatic assay, plate reader. inhibition, % at 9.99 µM. 350,000 compounds, 0.24% hits; in the data active = inhibition above about 10%
The depositor's hits bear a star.

Molecule	TcdB GH inh
C[C@H](CO)N1C[C@H](C)[C@@H](CN(C)C(=O)Nc2ccc(C(F)(F)F)cc2)Oc2ccc(NS(=O)(=O)c3cn(C)cn3)cc2CC1=O	-0.7
C[C@@H]1CN([C@@H](C)CO)C(=O)c2cccc(NC(=O)c3ccc(-c4nccs4)cc3)c2O[C@H]1CN(C)C	-0.2
Cc1cc(C(=O)Nc2cccc3c2O[C@@H](CN(C)Cc2ccc4c(c2)OCO4)[C@H](C)CN([C@@H](C)CO)C3=O)n(C)n1	-9.2
C[C@@H]1CN([C@H](C)CO)C(=O)c2cc(NC(=O)Cc3cn(C)c4ccccc34)ccc2O[C@@H]1CN(C)Cc1ccccc1	-0.1
C[C@@H]1CN([C@H](C)CO)C(=O)c2cc(NC(=O)c3ccncc3)ccc2O[C@@H](C)CCCCO[C@H]1CN(C)Cc1ccc(Cl)c(Cl)c1	1.0
CO[C@@H]1CN(C)C(=O)c2cc(NC(=O)NC3CCCCC3)ccc2OC[C@H](C)N(CC2CCOCC2)C[C@@H]1C	-0.6
CCC(=O)Nc1ccc2c(c1)OC[C@H](C)N(Cc1cncnc1)C[C@H](C)[C@@H](OC)CN(C)C2=O	-1.4
COc1ccc(CN2C[C@@H](C)[C@H](OC)CN(C)C(=O)c3cc(NC(=O)c4nc5ccccc5s4)ccc3OC[C@@H]2C)cc1	0.2
Cc1noc(C)c1NC(=O)Nc1ccc2c(c1)C(=O)N([C@@H](C)CO)C[C@@H](C)[C@@H](CN(C)C(=O)NC1CCCCC1)OCCCC[C@@H](C)O2	0.4
CN1c2ccc(C3=CCCCC3)cc2[C@@H]2[C@@H](CCN2S(=O)(=O)c2ccccc2F)[C@H]1CO	0.5
CS(=O)(=O)Nc1ccc2c(c1)[C@H]1C[C@H](CC(=O)NCc3ccc(Oc4ccccc4)cc3)O[C@H](CO)[C@H]1O2	0.5
C[C@H](CO)N1C[C@H](C)[C@H](CN(C)Cc2ccc(Cl)c(Cl)c2)Oc2ccc(NC(=O)Nc3cccc4ccccc34)cc2CC1=O	-0.3
CCCNC(=O)N1C[C@H](O)COC[C@H]2O[C@H](CC(=O)NCc3ccc(Cl)c(Cl)c3)CC[C@@H]21	-0.3
C[C@H]1CN([C@@H](C)CO)C(=O)c2cc(-c3cccc(F)c3)cnc2O[C@@H]1CN(C)C(=O)Nc1ccccc1F	0.6
O=C(N[C@@H]1C=C[C@H](CC(=O)N2CCOCC2)O[C@@H]1CO)c1ccccn1	-0.2
O=C(C[C@@H]1CC[C@H](NC(=O)NC2CCCCC2)[C@@H](CO)O1)NCc1ccccc1	0.7
C[C@H]1CN([C@@H](C)CO)C(=O)c2cc(C3=CCCCC3)cnc2O[C@@H]1CN(C)CC1CCCC1	0.1
CN(C)CC(=O)N1[C@@H]2c3ccc(-c4ccccc4)c(=O)n3C[C@H]1[C@H](CO)[C@H]2C(=O)N1CCCCC1	-1.7
O=C(CN1CCOCC1)N1CC(=O)N2[C@H](CO)[C@@H](c3ccc(-c4cccc(F)c4)cc3)[C@@H]2C1	0.9
COc1cccc(S(=O)(=O)N[C@@H]2C=C[C@@H](CC(=O)NC3CCC3)O[C@H]2CO)c1	0.7
CCCNC(=O)N[C@@H]1CC[C@@H](CCn2cc(-c3cccc(F)c3)nn2)O[C@@H]1CO	0.7
C[C@H]1CN([C@@H](C)CO)C(=O)c2cc(-c3ccc(F)cc3)cnc2O[C@@H]1CN(C)C(=O)Cc1ccccc1	0.6
CO[C@@H]1CN(C)C(=O)c2ccc(NC(=O)C3CCCC3)cc2OC[C@@H](C)N(C(=O)c2ccccc2)C[C@H]1C	1.4
CCS(=O)(=O)Nc1ccc2c(c1)C(=O)N(C)C[C@H](OC)[C@@H](C)CN(C(=O)c1ccc3c(c1)OCO3)[C@H](C)CO2	0.9
C[C@@H]1CN([C@H](C)CO)C(=O)Cc2cc(NC(=O)Cc3ccccc3)ccc2O[C@H]1CN(C)S(=O)(=O)c1cccs1	-18
CN1C(=O)c2cc(NC(=O)C3CCCCC3)ccc2OC[C@H]2O[C@H](CC(=O)NC3CCCC3)CC[C@H]21	0.1
Cc1ccc(-c2ccc3c(c2)O[C@@H](CN(C)C(=O)Nc2ccc(F)cc2)[C@@H](C)CN([C@@H](C)CO)S3(=O)=O)cc1	-0.2
CCCNC(=O)Nc1ccc2c(c1)C(=O)N(C)C[C@@H](OC)[C@@H](C)CN(Cc1cncnc1)[C@H](C)CO2	-1.5
O=C(C[C@H]1CC[C@H]2[C@@H](COC[C@H](O)CN2C(=O)C2CCOCC2)O1)NCc1ccncc1	0.7
CC=Cc1ccc2n(c1=O)C[C@@H]1[C@@H](CO)[C@H](C(=O)NCCC)N(Cc3cocn3)[C@H]21 (mixture of isomers)	-1.6

Grouped by structure, those above with a Cl atom (three)
Molecule	TcdB GH inh
C[C@@H]1CN([C@H](C)CO)C(=O)c2cc(NC(=O)c3ccncc3)ccc2O[C@@H](C)CCCCO[C@H]1CN(C)Cc1ccc(Cl)c(Cl)c1	1.0
C[C@H](CO)N1C[C@H](C)[C@H](CN(C)Cc2ccc(Cl)c(Cl)c2)Oc2ccc(NC(=O)Nc3cccc4ccccc34)cc2CC1=O	-0.3
CCCNC(=O)N1C[C@H](O)COC[C@H]2O[C@H](CC(=O)NCc3ccc(Cl)c(Cl)c3)CC[C@@H]21	-0.3

Later entries:
Molecule	TcdB GH inh
CC(C)c1cn(CC[C@@H]2CC[C@H](NC(=O)C3CCCC3)[C@H](CO)O2)nn1	-1.7
CC(C)NC(=O)N(C)C[C@@H]1OCCCC[C@@H](C)Oc2ccc(NC(=O)Nc3ccc4c(c3)OCO4)cc2C(=O)N([C@@H](C)CO)C[C@@H]1C	-1.4
C[C@@H]1CN([C@@H](C)CO)S(=O)(=O)c2ccc(C#CCC3CCCC3)cc2O[C@H]1CN(C)C(=O)CN(C)C	1.2
CCCNC(=O)Nc1ccc2c(c1)C(=O)N(C)C[C@@H](OC)[C@@H](C)CN(C(=O)C1CC1)[C@@H](C)CO2	0.6
CCCNC(=O)N(C)C[C@H]1Oc2ncc(-c3ccccc3)cc2C(=O)N([C@H](C)CO)C[C@@H]1C	-0.8
C[C@H](O)C#Cc1cnc2c(c1)C(=O)N([C@@H](C)CO)C[C@@H](C)[C@H](CN(C)C(=O)CN(C)C)O2	0.8
C[C@@H]1CCCCO[C@H](CN(C)C(=O)Nc2ccccc2)[C@@H](C)CN([C@H](C)CO)C(=O)c2cc(NC(=O)Cc3ccccc3)ccc2O1	-1.0
C[C@H](CO)N1C[C@H](C)[C@@H](CN(C)C(=O)NC2CCCCC2)OCCCC[C@H](C)Oc2ccc(NC(=O)c3ccncc3)cc2C1=O	-0.8
COC(=O)[C@@H]1[C@@H](CO)[C@@H]2Cn3c(ccc(-c4ccccc4F)c3=O)[C@H]1N2C(C)=O	0.0
COCC#Cc1ccc2c(c1)O[C@H](CN(C)C(C)=O)[C@@H](C)CN([C@H](C)CO)S2(=O)=O	-0.8
O=C(CCN1CCCCC1)NCC[C@@H]1CC[C@@H](NC(=O)C2CCCC2)[C@@H](CO)O1	0.4
C[C@@H]1CCCCO[C@@H](CN(C)C(=O)Nc2ccccc2)[C@@H](C)CN([C@H](C)CO)C(=O)c2cc(NC(=O)Nc3ccccc3)ccc2O1	-0.8
O=C(Cc1ccccc1)N1CC(=O)N2[C@H](CO)[C@H](c3ccc(C#CCc4ccccc4)cc3)[C@H]2C1	-0.6
CCCN(C)C[C@@H]1OCCCC[C@@H](C)Oc2ccc(NS(C)(=O)=O)cc2C(=O)N([C@H](C)CO)C[C@H]1C	-1.0
C[C@@H]1CCCCO[C@@H](CN(C)S(=O)(=O)c2cn(C)cn2)[C@@H](C)CN([C@@H](C)CO)C(=O)c2cc(NC(=O)NC3CCCCC3)ccc2O1	0.2
Cc1ccc(S(=O)(=O)N(C)C[C@@H]2Oc3c(NC(=O)NC(C)C)cccc3C(=O)N([C@H](C)CO)C[C@@H]2C)cc1	-1.3
C/C=C/c1ccc([C@@H]2[C@@H](CO)N(C(=O)C3CC3)[C@H]2CN(C)C(=O)CC)cc1	-0.6
C[C@H]1CN([C@@H](C)CO)C(=O)Cc2cc(NS(=O)(=O)c3cn(C)cn3)ccc2O[C@@H]1CN(C)C(=O)Nc1ccc(C(F)(F)F)cc1	0.5
Cc1noc(C)c1NC(=O)N(C)C[C@@H]1Oc2ccc(NS(=O)(=O)c3c(C)noc3C)cc2CC(=O)N([C@H](C)CO)C[C@@H]1C	-0.1
CCCNC(=O)N1C[C@H]2[C@@H](c3ccccc31)[C@H](CO)N2Cc1ccc(OC)cc1	-0.4

Some of the entries above, reformatted.
C/C=C/c1ccc([C@@H]2[C@@H](CO)N(C(=O)C3CC3)[C@H]2CN(C)C(=O)CC)cc1
  TcdB GH inh = -0.6
C[C@H]1CN([C@@H](C)CO)C(=O)Cc2cc(NS(=O)(=O)c3cn(C)cn3)ccc2O[C@@H]1CN(C)C(=O)Nc1ccc(C(F)(F)F)cc1
  TcdB GH inh = 0.5
Cc1noc(C)c1NC(=O)N(C)C[C@@H]1Oc2ccc(NS(=O)(=O)c3c(C)noc3C)cc2CC(=O)N([C@H](C)CO)C[C@@H]1C
  TcdB GH inh = -0.1

Remaining list, next part:
Molecule	TcdB GH inh
CN1[C@@H]2Cn3c(ccc(-c4cccc(F)c4)c3=O)[C@H]1[C@@H](C(=O)N1CCOCC1)[C@@H]2CO	0.1
COc1ccc(CN(C)C[C@H]2Oc3ccc(NC(=O)Nc4ccc(F)cc4)cc3C(=O)N([C@@H](C)CO)C[C@H]2C)cc1	1.8
C[C@H](CO)N1C[C@H](C)[C@H](CN(C)C(=O)Nc2ccnc(N3CCOCC3)c2)OCc2ccccc2-c2c(n(C)c3ccccc23)C1=O	2.3
O=C(C[C@H]1CC[C@H]2[C@@H](COC[C@H](O)CN2Cc2cccc(C(F)(F)F)c2)O1)NCCc1ccccc1	-9.7
C[C@@H]1CN([C@@H](C)CO)C(=O)c2cc(C#CC3CC3)cnc2O[C@H]1CN(C)C(=O)Nc1ccc(F)cc1	1.0
Cc1ccc(S(=O)(=O)Nc2ccc3c(c2)CC(=O)N([C@H](C)CO)C[C@@H](C)[C@H](CN(C)Cc2ccc4c(c2)OCO4)O3)cc1	1.3
CCCC#Cc1ccc([C@H]2[C@H]3CN(Cc4ccncc4)CCCCN3[C@H]2CO)cc1	-0.7
C[C@@H]1CN([C@H](C)CO)C(=O)Cc2cc(NS(=O)(=O)c3cccs3)ccc2O[C@H]1CN(C)Cc1ccc(Cl)c(Cl)c1	1.0
CCC(=O)Nc1ccc2c(c1)C(=O)N(C)[C@H]1CC[C@@H](CC(=O)N3CCc4ccccc4C3)O[C@@H]1CO2	-0.1
COc1ccc(S(=O)(=O)N[C@@H]2CC[C@H](CCn3cc(-c4ccccc4F)nn3)O[C@@H]2CO)cc1	0.4
Cc1cc(C(=O)Nc2cccc3c2O[C@@H](CN(C)Cc2ccc4c(c2)OCO4)[C@H](C)CN([C@H](C)CO)C3=O)n(C)n1	-0.7
Cc1ccccc1-c1ccc([C@H]2[C@H]3CN(CC4CCOCC4)CCCCN3[C@H]2CO)cc1	0.7
C[C@@H]1CN([C@@H](C)CO)C(=O)c2cccc(NC(=O)Nc3ccccc3)c2O[C@H]1CN(C)S(C)(=O)=O	0.1
C[C@H]1CN([C@@H](C)CO)C(=O)c2cc(NC(=O)Nc3ccc(C(F)(F)F)cc3)ccc2O[C@@H]1CN(C)S(=O)(=O)c1ccccc1	0.7
C[C@@H]1CN([C@H](C)CO)C(=O)c2cccc(NC(=O)c3nc4ccccc4s3)c2O[C@H]1CN(C)C(=O)Nc1ccccc1	-2.9
CC(=O)NC[C@H]1[C@@H](c2ccccc2)[C@@H](CO)N1C(=O)Cc1cccnc1	1.3
C/C=C/c1ccc2c(c1)O[C@H](CN(C)Cc1ccncc1)[C@@H](C)CN([C@@H](C)CO)S2(=O)=O	0.9
CC(C)NC(=O)Nc1ccc2c(c1)C(=O)N([C@@H](C)CO)C[C@H](C)[C@H](CN(C)C(=O)Nc1ccccc1)O2	0.7
C/C=C/c1ccc2c(c1)O[C@H](CN(C)Cc1ccccc1)[C@@H](C)CN([C@H](C)CO)S2(=O)=O	-0.1
COc1ccc(CN(C)C[C@H]2Oc3ccc(NC(=O)C4CCCCC4)cc3C(=O)N([C@H](C)CO)C[C@H]2C)cc1	-0.3
C[C@@H]1CN([C@H](C)CO)C(=O)c2cc(C#CC3CC3)cnc2O[C@@H]1CN(C)C(=O)c1ccc(F)cc1	0.0
O=C(c1ccccc1F)N1CC(=O)N2[C@H](CO)[C@H](c3ccc(-c4ccc(F)cc4)cc3)[C@@H]2C1	0.8
COc1ccccc1-c1ccc(C2[C@H]3CNC[C@@H]2N3S(=O)(=O)c2ccc(F)cc2)cc1 (stereo not given in full)	-2.0
CNC[C@@H]1Oc2c(NS(=O)(=O)c3ccccc3)cccc2C(=O)N([C@H](C)CO)C[C@@H]1C	-0.2
Cc1ccc(S(=O)(=O)N[C@H]2C=C[C@@H](CC(=O)NCCc3ccncc3)O[C@@H]2CO)cc1	0.3
CCC(=O)N(C)C[C@H]1Oc2ncc(-c3ccccc3C)cc2C(=O)N([C@@H](C)CO)C[C@@H]1C	0.6
CCCC#Cc1ccc([C@@H]2[C@@H](C#N)N(C(=O)CN3CCOCC3)[C@H]2CO)cc1	1.2
Cc1noc(C)c1NC(=O)Nc1ccc2c(c1)C(=O)N([C@@H](C)CO)C[C@H](C)[C@@H](CN(C)S(=O)(=O)c1cccs1)OCCCC[C@H](C)O2	-0.6
O=C(N[C@@H]1CC[C@H](CCn2cc(-c3ccccn3)nn2)O[C@@H]1CO)c1cccnc1	-8.3
CN1C(=O)c2cc(NC(=O)Nc3cccc(C#N)c3)ccc2OC[C@H]2O[C@@H](CC(=O)NCc3ccc(Cl)cc3)CC[C@@H]21	0.3

The list is partial; rates above refer to the full screens.
